AmpC inh det = AmpC beta-lactamase inhibition, detergent assay | AID 584 | P00811 | Potency, µM (doses to about 28.7 µM), for inactives: at the top dose activity change, negative = inhibition | purified AmpC, nitrocefin hydrolysis with detergent | 71,000 compounds, 0.09% hits; active = well fitted curve in the direction sought with a large enough effect
Target sequence (P00811 whole entry, looked up): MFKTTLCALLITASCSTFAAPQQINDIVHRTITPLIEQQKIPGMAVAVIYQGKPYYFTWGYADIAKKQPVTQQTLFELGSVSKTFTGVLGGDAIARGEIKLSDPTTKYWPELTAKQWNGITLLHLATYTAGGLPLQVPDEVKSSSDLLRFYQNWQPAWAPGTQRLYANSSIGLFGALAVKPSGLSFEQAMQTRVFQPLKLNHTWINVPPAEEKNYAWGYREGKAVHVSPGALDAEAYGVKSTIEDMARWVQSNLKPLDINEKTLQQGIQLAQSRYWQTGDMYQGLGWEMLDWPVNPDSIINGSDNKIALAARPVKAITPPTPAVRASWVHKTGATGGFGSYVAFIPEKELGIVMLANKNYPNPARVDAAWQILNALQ
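E. coli AmpC (5.3 nM) in 20 mM phosphate pH 7.0 with 0.01% Triton X-100, preincubated 15 min RT with compound; nitrocefin (2 uL of 800 uM stock) hydrolysis followed by 480 nm absorbance every 20 s over 4 min.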
* hit, by the source's call; & = joins results of further samples; [ ] = another dose, or the depositor's remark. % is scaled to controls: 0 for no effect and ±100 for the full control effect; potency is read from the fitted curve at half-maximal effect. Some of the compounds tested (hit frequency here may not be typical).

SMILES | AmpC inh det
O=P(c1ccccc1)(c1ccccc1)C(O)c1ccncc1 (configuration not stated) | 0.1%
Cc1ccc(S(=O)(=O)CC(=O)N2CCCCCC2)cc1 | 2.9%
CC(NC(=O)Nc1ccccc1)c1ccccc1 (configuration not stated) | 5.0%
O=C(Nc1ccncc1)C1c2ccccc2Oc2ccccc21 | -1.2%
Cn1c(C[C@@H](O)c2nc3ccccc3n2C)nc2ccccc21 | -3.7%[5.75 µM]
CSc1cccc(NS(=O)(=O)c2ccc(F)cc2)c1 | -6.7%
CC1=C[N+](=O)c2ccccc2[N+]1=O | -4.1%[5.75 µM]
COc1ccc(Nc2nc(N)nc(CN3CCC(Cc4ccccc4)CC3)n2)cc1 | 7.7%
O=S1(=O)N=C(N2CCN(Cc3ccccc3)CC2)c2ccccc21 | 5.0%
COc1ccc2c(c[n+](C)c3c4cc5c(cc4ccc23)OCO5)c1OC | -3.0%
CC1CN(S(=O)(=O)c2cccc(C(=O)NCc3ccc4c(c3)OCO4)c2)CC(C)O1 (configuration not stated) | -1.2%
COc1ccc(-c2cc(C(F)(F)F)nc(N3CCN(Cc4ccccc4)CC3)n2)cc1OC | -3.8%
Cc1ccc(CCC(=O)Nc2ccc(S(N)(=O)=O)cc2)o1 | -3.4%
Nc1nonc1C(=O)NC(c1ccccc1)c1ccccc1 | 0.9%
COc1ccc(-c2nnc3ccc(SCC(=O)N4CCOCC4)nn23)cc1 | 13.8%
CCn1c2ccccc2c2cc(NC(=O)CSc3nnc(C4CC4)n3Cc3ccco3)ccc21 | -0.4%
COCCn1c(=O)c(-c2cccs2)nc2cnc(OC)nc21 | -1.0%
COc1cc2cc(CN(CCCO)S(=O)(=O)c3ccccc3)c(=O)[nH]c2cc1OC | -4.1%
CC(C)c1nc(SCC(=O)N2CCCC2)c2ccccc2n1 | -2.4%
O=C(Nc1ccncc1)C1COc2ccccc2O1 (configuration not stated) | -1.0%
Cc1cc2c(c(=O)n1Cc1ccccn1)C(C(C)C)C(C#N)=C(N)O2 (configuration not stated) | 13.4%
COc1ccc(S(=O)(=O)Cc2ccc(C(=O)N3CCN(c4ccc(Cl)cc4)CC3)o2)cc1 | 5.4%
Cc1ccc(C)c(C(=O)CN2C(=O)CCC2=O)c1 | 0.6%
CC(C)CNc1oc(-c2ccc(F)cc2)nc1C#N | 5.5%
COc1ccc(NC2=NCC(=O)N2c2ccccc2F)c(OC)c1 | 1.0%
CN(C)c1nc(Oc2ccc(N)cc2)nc(N(C)C)n1 | -1.6%
Cn1c(SCC(=O)N2CCc3ccccc3C2)nnc1-c1cccs1 | -4.2%
CC(C)c1ccc2c([Si](C)(C)C)c3c(nc2c1)-c1cccc(=O)n1C3 | 1.2%
CCn1nc(C(=O)OCC(=O)c2ccc3c(c2)OCCO3)c2ccccc2c1=O | 0.0%
CC(=O)CC(C)=NCCN=C(C)CC(C)=O | -6.6%
CCCC(=O)Nc1ccc2oc(-c3ccncc3)nc2c1 | 12.4%
Cc1ccc(C2(C)NC(=O)N(CC(=O)NC(=O)NC3CCCC3)C2=O)cc1 (configuration not stated) | 1.6%
COc1ccc(OCC(=O)N2CCOCC2)cc1 | 6.3%
Cc1cc(OCC(O)CN(CCO)CCO)ccc1Cl (configuration not stated) | -4.8%
COc1ccc(Br)cc1CNCCSc1nnnn1C | -0.5%
CCN(CC)CCCNC(=O)CC1Sc2ccccc2NC1=O (configuration not stated) | 6.6%
C#CCN1C(=O)C(O)(CC(=O)c2cc(OC)ccc2OC)c2ccccc21 (configuration not stated) | -7.9%
N=c1c2c(n(Cc3ccccc3)c3c1CCC3)CCC2 | -3.6%
Cc1cc(NC(=O)CS(=O)(=O)c2cn(Cc3ccccc3Cl)c3ccccc23)no1 | 1.0%
CC(=O)NCCc1ccc(S(=O)(=O)NCc2ccc3c(c2)OCO3)cc1 | -0.7%
CCOC(=O)c1c(CN(C)C)oc2cc(CN(C)C)c(O)c(CSc3ccccc3)c12 | -2.8%
CC(C)C1C(C#N)=C(N)SC(N)=C1C#N | 2.1%
CCCCNC(=O)c1nn(-c2ccccc2OC)c(=O)c2ccccc12 | -2.8%
Cc1ccc(-c2nnc(SCC(=O)N3c4ccccc4NC(=O)C3(C)C)n2N)cc1 | 0.2%
NC(=O)c1oc2ccccc2c1NC(=O)CCc1ccccc1 | 8.9%
O=C(Oc1ccc(N2C(=O)CCC2=O)cc1)c1ccco1 | -2.8%
CC(O)(P(=O)(O)O)P(=O)(O)O | -1.1%[12.8 µM]
CN(C)c1ccc(N)cc1 | 9.9%

An excerpt from above in order of formula weight, falling.
SMILES | AmpC inh det
CC(=O)NCCc1ccc(S(=O)(=O)NCc2ccc3c(c2)OCO3)cc1 | -0.7%
CC(C)C1C(C#N)=C(N)SC(N)=C1C#N | 2.1%
CC(O)(P(=O)(O)O)P(=O)(O)O | -1.1%[12.8 µM]

The listing continues:
SMILES | AmpC inh det
CN1CCN(c2ncc3nc(-c4ccc(Cl)cc4)c(=O)n(-c4ccccc4)c3n2)CC1 | 0.7%
Cc1occc1-c1nnc(SCC(=O)N2CCOCC2)o1 | -3.1%
O=c1c(-c2ccc(O)cc2)coc2cc(O)cc(O)c12 | 5.8%&-3.7%&-1.7%&-3.6%
COc1cccc(C2CC(c3ccc(C(C)C)cc3)n3nc(N)nc3N2)c1 (configuration not stated) | 8.0%
C[C@H](N)c1cccc(Cl)c1Cl | -3.8%
Cc1cc(NC(=O)CSc2cn(CCNC(=O)c3ccc(Cl)cc3)c3ccccc23)no1 | 8.4%
CCOc1ccc(C2CC(=O)c3c([nH]c(C(=O)OC)c3C)C2)cc1OC (configuration not stated) | -3.8%
Cc1cc(SCC(=O)NC(=O)NCc2ccco2)nc2ccccc12 | -1.3%
Oc1c(CN2CCCCC2)cc(Br)c2cccnc12 | -1.4%
Cc1cc(C(F)F)n2ncc(C(=O)NC3CCCCCC3)c2n1 | -4.3%
CCOc1ccc(NS(=O)(=O)N(C)C)cc1 | -7.5%
O=C1CC2(CCCC2)CC(=O)N1CCNC[C@H]1COc2ccccc2O1 | -1.0%
COCCNC(=O)CCc1nc(-c2ccccc2)no1 | -0.6%
COc1ccc(NC(=O)Cn2nnc(C(=O)NCc3cccc(OC)c3)c2N)cc1 | -0.3%
NC1=NC(S)C2N=CN=C2N1 (configuration not stated) | 11.3%
COC(=O)CNc1c(-c2ccccn2)nc2ccc(Br)cn12 | -2.4%
Cc1cc(C(=O)CN2C(=O)C3CC=CCC3C2=O)c(C)n1-c1ccccc1 (configuration not stated) | -2.3%
CC(Sc1nnc(COc2ccc3ccccc3c2)n1C)C(=O)O (configuration not stated) | 12.8%
Cc1c2c(nc3nc4ccccc4n13)CC(C)(C)CC2=O | 1.4%
C1CCC(N=C(NC23CC4CC(CC(C4)C2)C3)N2CCOCC2)CC1 | -1.7%
Cc1c(C(=O)Nc2ccncc2)sc2nc(-c3ccc(F)cc3)cn12 | 10.5%
O=C(NCC1(c2ccccc2)CCOCC1)c1ccc(Br)o1 | 10.8%
CCCn1c(=O)c(C(=O)Nc2nnc(C)s2)c(O)c2ccccc21 | 3.7%
O=C(COC(=O)c1ccco1)NCc1ccco1 | -3.0%
CCC1Oc2ccccc2N(CC(=O)Nc2ccccc2OC)C1=O (configuration not stated) | -2.9%
COc1ccc(F)cc1S(=O)(=O)NC1CC(C)(C)NC(C)(C)C1 | -3.5%
COc1ncc2nc(-c3cc(F)cc(F)c3)c(=O)n(C3CC3)c2n1 | -0.3%
O=C1CCCN1c1ccc(S(=O)(=O)Nc2ccc3c(c2)OCCO3)cc1 | -2.6%
C=CCn1c(SCC(=O)c2ccc(OC)cc2)nnc1C(C)NC(=O)c1cccs1 (configuration not stated) | 15.7%
COC(=O)c1nc(-c2ccccc2)n[nH]1 | 8.7%
COc1cc(OC)c(NC2=NCCCCC2)cc1Cl | 12.3%
Cc1nn(-c2ccccc2)c2sc(C(=O)NC3CCCCC3)cc12 | 5.9%
Cc1ccc(S(=O)(=O)NCCC(=O)NCCN2CCCCCC2)cc1 | -2.6%
Cc1ccc(C)c(C(=O)CSc2n[nH]c(-c3ccncc3)n2)c1 | 4.5%
Cc1ccc(/C(O)=C2/C(=O)C(=O)N(CCCn3ccnc3)C2c2cccnc2)cc1 (configuration not stated) | 9.4%
Nc1cc(S(N)(=O)=O)ccc1SSc1ccc(S(N)(=O)=O)cc1N | -3.4%[5.75 µM]
COc1cccc(NC(=O)CN2C(=O)COc3ccc(Cl)cc32)c1 | 11.9%
CCCn1nc(CC(=O)O)c2ccccc2c1=O | -1.6%
CC1CCN(C(=S)c2ccccc2O)CC1 | 11.1%
CCOc1ccccc1C(=O)N(CN1CCCC1=O)c1cccc(Cl)c1 | 14.0%
COCC(C)NC(=O)C1CC(=O)N(c2ccc(C)cc2)C1 (configuration not stated) | -3.6%
CN1CCN(S(=O)C23CC4CC(CC(C4)C2)C3)CC1 (configuration not stated) | 0.9%
CC(NC(=O)CSc1ncccn1)c1ccccc1 (configuration not stated) | 0.5%
Cc1cnc(CNc2cc(-c3c(C)noc3C)ncn2)cn1 | 10.2%
Cc1ccc(C(=O)N2c3ccc(F)cc3CCC2C)o1 (configuration not stated) | -8.0%
CCC(C(=O)NCc1ccc(F)cc1)N(Cc1ccco1)C(=O)c1snc(C(N)=O)c1N (configuration not stated) | 0.4%
O=S(=O)(NCC1CCCO1)c1ccc2ccccc2c1 (configuration not stated) | -3.5%
CN1CCN(Cc2nc3ccccc3n2C)CC1 | -1.7%
COc1ccc(CCNC(=O)CC2Oc3ccc(Cl)cc3NC2=O)cc1OC (configuration not stated) | 13.0%
CC(=O)C1=C(C)NC(C)=C(C(C)=O)C1c1cccs1 | 8.9%
CCN(C(=O)c1cn(C)c(=O)c2cc(OC)c(OC)cc12)c1cc(OC)ccc1OC | -3.6%
Cc1ccc(-c2ccc(C(=O)O)[nH]2)cc1 | 2.4%
O=C(NCCc1csc(-c2cccnc2)n1)c1ccc(Br)o1 | -5.0%
CN1CCN(S(=O)(=O)c2ccc(NC(=O)Nc3cccc(Cl)c3)cc2)CC1 | -2.8%
COCCN(CCOC)c1ncnc2c1cnn2-c1ccc(Cl)cc1 | -0.9%
COC(=O)[C@@H](NC(=O)NCc1ccco1)C(C)C | -3.1%
COc1ccccc1NC(=O)N1CCCC(c2nc3c(nnn3Cc3ccc(C)cc3)c(=O)[nH]2)C1 (configuration not stated) | 0.5%
Cn1c(SCC(=O)NCc2ccc3c(c2)OCO3)nnc1-c1cc2ccccc2cc1O | 1.2%
CCOc1ccc(CC(=O)Nc2c(C(N)=O)oc3ccc(Br)cc23)cc1OCC | 12.5%
O=C(Oc1ccc(Br)cc1)C1CC(=O)N(c2ccc(F)cc2)C1 (configuration not stated) | -3.4%
(continued)
SMILES | AmpC inh det
COc1ccc2[nH]c(C)c(CN3CCCCC3)c(=O)c2c1 | 0.7%
Cc1cccc(NC(=O)CN(C)S(=O)(=O)c2cnc[nH]2)c1 | 6.5%
CCS(=O)(=O)CCSc1nc(C)cc(C)n1 | 11.0%
COc1ccc(C(=O)CSc2nnc(-c3cc4ccccc4cc3O)n2Cc2ccco2)cc1 | 15.1%
CCCCCCCCN[C@@H](C)[C@H](O)c1ccc(SC(C)C)cc1 | -2.7%[12.8 µM]
N#Cc1nc(Cc2ccccc2)oc1N1CCC(Cc2ccccc2)CC1 | -1.6%
COc1ccccc1-c1nnc2n1N=C(C)CS2 | -2.3%
CCOC(=O)C1=C(CC)Nc2ccccc2N=C1NC(=O)Nc1ccccc1OC | -1.5%
CCCc1nnc(NC(=O)CCN2C(=O)c3ccccc3C2=O)s1 | -1.0%
CC(C)OC(=O)c1cccc(C(=O)O)n1 | 2.0%
Cc1cc(NC(=O)c2ccc3c(c2)OCO3)no1 | -2.4%
CC12CC(NC(=O)N1c1cccc(C(=O)N3CCN(c4ccccc4F)CC3)c1)c1ccccc1O2 (configuration not stated) | -3.7%

Reformatted as labelled records: part of the list above.
CCOC(=O)C1=C(CC)Nc2ccccc2N=C1NC(=O)Nc1ccccc1OC
  AmpC inh det: -1.5%
CCCc1nnc(NC(=O)CCN2C(=O)c3ccccc3C2=O)s1
  AmpC inh det: -1.0%

(list continues)
SMILES | AmpC inh det
Cc1ccsc1C1C2=C(CC(C)(C)CC2=O)Nc2ncnn21 (configuration not stated) | 8.2%
Cc1cccc(C)c1NC(=O)CSc1nnc(-c2ccco2)n1N | -5.4%
Cc1cc(C(=O)N(C2CCCCC2)C2CCCCC2)no1 | -1.3%
CCc1nc(N(CC)CC)c2oc3ccccc3c2n1 | -3.7%
O=C(CSc1ccc2nnc(-c3ccc(F)cc3)n2n1)NCC1CCCO1 (configuration not stated) | -5.3%
CCOC(=O)C1CCN(Cc2ccc(O)c3ncccc23)CC1 | -5.8%
COC(=O)C(C)Sc1nc2c(cnn2-c2ccc(C)cc2)c(=O)[nH]1 (configuration not stated) | -1.1%
COc1ccc(CCNC(=O)c2cc(-c3ccc4c(c3)OCO4)on2)cc1OC | -6.8%
O=C(O)c1ccccc1C(=O)Nc1ccccn1 | 20.2%
Cc1ccccc1CN1CCNC1=O | 16.8%
CN1C(=O)CC(N2CCN(CC(=O)N3CCCC3)CC2)C1=O (configuration not stated) | 6.0%
O=C(Nc1nnc(-c2ccccc2Cl)o1)c1ccc(S(=O)(=O)N2CCCCCC2)cc1 | 0.2%
COc1ncccc1C(=O)NCC(CC(=O)O)c1ccccc1 (configuration not stated) | -6.0%
CCOC(=O)C1CCN(S(=O)(=O)c2ccc3c4c(cccc24)C(=O)N3)CC1 | 10.4%
COc1cc(C)c(S(=O)(=O)n2ccc(C)n2)cc1C | 10.8%

Some of the entries so far, as labelled records:
Cc1cccc(C)c1NC(=O)CSc1nnc(-c2ccco2)n1N
  AmpC inh det: -5.4%
COc1cc(C)c(S(=O)(=O)n2ccc(C)n2)cc1C
  AmpC inh det: 10.8%
Cc1cc(C(=O)N(C2CCCCC2)C2CCCCC2)no1
  AmpC inh det: -1.3%
O=C(O)c1ccccc1C(=O)Nc1ccccn1
  AmpC inh det: 20.2%

Screening data: PubChem BioAssay, National Center for Advancing Translational Sciences (NCATS)
